WT yeast gro inh: growth inhibition of WT yeast, mitochondrial fusion screen; mitochondrial fusion phenotypic screen, WT strain; inhibition, % at 10 µM; 2.1% of 190,000 active; AID 1362; in the data active means inhibition above about 58%; tested in S. cerevisiae
TNAP activation fold: human TNAP enzyme activators, primary screen, biochemical, luminescent, no phosphate acceptor, uHTS (AID 1001); purified TNAP, luminescent activation assay, no phosphate acceptor; higher activation fold means a stronger effect; activation fold at 20 µM, or EC50 in µM where a hit was titrated; 0.03% of 200,000 active; in the data active means activation fold from about 3, or a potency from the dose series; inactive means the rest, 99 in 100 with activation fold below about 1.6; further: many of its hits are not listed in these tables
RSV antiviral HEp-2: inhibition of RSV-induced cytopathic effect – HEp-2 cells, primary 10 µM value included (AID 2391); 0.13% of 310,000 active; HEp-2 cells, RSV-induced CPE inhibition; higher % means a stronger effect; CPE inhibition, % at 10 µM, or IC50 in µM where a hit was titrated; in the data active means a potency from the dose series; inconclusive means CPE inhibition mostly from about 23% at the one dose, without a potency; inactive means the rest, 99 in 100 with CPE inhibition below about 21%; further: strong numbers were not always called active
human PMI inhibition: MPI enzyme activity inhibition – biochemical, fluorescence intensity, coupled assay, primary screen (AID 1209). purified PMI enzyme, coupled fluorescence intensity; higher % means a stronger effect. 0.42% of 190,000 active. inhibition, % at 20 µM; hits with a dose series show IC50 in µM;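 further: plate controls were DMSO vehicle for no effect and wells lacking substrate for full effect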
Myeloid diff MLP: myeloid differentiation induction; ER-HoxA9 myeloid progenitors, lysozyme-GFP differentiation, flow cytometry; calls only at 10 µM; 1% of 360,000 active; AID 624256;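 active means normalized GFP-positive differentiation at or above the plate's own cutoff, the solvent-only control mean plus 3 SD; inconclusive means no clear call, values can overlap the other calls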;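 further: cells exposed to compound for four days before flow analysis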
PMI inhibition: MPI inhibition at elevated mannose 6-phosphate – biochemical, fluorescence intensity, high mannose 6-phosphate, primary screen (AID 1220); recombinant PMI enzyme, coupled fluorescence intensity; higher % means a stronger effect; inhibition, % at 20 µM, or IC50 in µM where a hit was titrated; 0.66% of 190,000 active
Salmonella PhoP GFP: inhibitors of PhoP regulon expression, primary screen, Salmonella Typhimurium, GFP reporter (AID 1863) | S. Typhimurium PhoP-regulated promoter GFP reporter, 4 h; higher % means a stronger effect | one-dose inhibition, % at 50 µM; IC50 in µM for titrated hits | 0.16% of 300,000 active;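 active means inhibition over 29.93%, a cutoff 3 SD above the screen mean, later confirmed by dose response; inconclusive means inhibition over 29.93% but no dose response follow-up; inactive means inhibition at most 29.93% or unconfirmed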;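 further: 0% = low Mg2+ inducing control and 100% = high Mg2+ repressing control; strong numbers were not always called active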
XIAP displacement: small molecules displacing peptide from XIAP – biochemical, IAP family, fluorescence polarization (AID 1018) | displacement, % at 20 µM; hits with a dose series show IC50 in µM | 0.007% of 200,000 active | XIAP BIR domain, fluorescence polarization peptide displacement; higher % means a stronger effect; in the data active means displacement above about 50%; further: a part of the inactive calls stands beside numbers as strong as those of hits
Siah-1 displacement: blockers of Siah-1 interaction with plectin peptide – biochemical, fluorescence polarization, rhodamine-plectin, uHTS, primary screen (AID 1817); Siah-1 / rhodamine-plectin peptide fluorescence polarization; higher % means a stronger effect; displacement, % at 20 µM, or IC50 in µM where a hit was titrated; 0.02% of 290,000 active;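 active means displacement of at least 50% at 20 µM, with a fluorescence ratio check between 0.3 and a set limit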;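 further: plate controls were Siah plus tracer with DMSO for no effect and tracer alone without Siah for full effect; strong numbers were not always called active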
WT yeast gro inh mutant strain: recorded beside WT yeast gro inh, whose call it bears; inhibition, %; mitochondrial fusion phenotypic screen, mutant strain inhibition
Myeloid diff MLP GFP+ MAC1+ %: recorded beside Myeloid diff MLP, whose call it bears; GFP+ MAC1+ double positive, %; measured here: differentiation confirmed by MAC1 staining
* = called active by the depositor; i = inactive; ? = inconclusive; / = no result given. Unless noted, no stated cut-off is given here; in the data, active means inhibition above about 50%; inactive means the rest.

No.	Compound	WT yeast gro inh	WT yeast gro inh mutant strain	TNAP activation fold	RSV antiviral HEp-2	human PMI inhibition	Myeloid diff MLP
1	CCOC(=O)CSc1nc(C)nc2c1sc1nc(C)c(C(C)=O)c(-c3ccc(OC)cc3)c12	4	-17	1.1	5.0%	1%	i
2	O=C(COC(=O)CCC(=O)c1cccs1)NC1CC1	-1	7	1.1	1.4%	-8%	i
3	CCOC(=O)CC1(C)SC(NC(C)=O)=NN1C(C)=O (stereo not given)	-1	-3	1	2.0%	/	i
4	O=C(CCn1nnnc1CN1CCOCC1)N1CCC(c2cccc(Cl)c2)C1 (stereo not given)	/	/	/	1.8%	/	i
5	COc1ccc(S(=O)(=O)N2CCc3ccccc32)cc1C(=O)OCC(=O)c1c(N)n(C)c(=O)n(C)c1=O	12	8	1.1	-0.6%	10%	i
6	COCc1cc(C)nc(SCC(=O)Nc2ccccc2C)c1C#N	-62	-15	1.1	2.9%	-5%	i
7	Cc1ccc(NC(=O)C2CCN(S(=O)(=O)c3c(C)n[nH]c3C)CC2)c(C)c1	/	/	/	0.4%	/	i
8	CNC(=O)c1nnn(Cc2ccccc2)c1NC(C)=O	2	8	1.1	1.2%	15%	i
9	CCN1C(=O)S/C(=C/c2ccsc2)C1=O	12	-7	1	1.2%	9%	i
10	CC1(C)COC(c2cccn2Cc2ccccc2Cl)=N1	6	-8	1.1	1.5%	9%	i
11	O=C(CS(=O)CC(=O)Nc1cnc2ccccc2c1)Nc1ccc(Cl)cc1 (stereo not given)	/	/	/	3.5%	/	i
12	COc1ccc(-n2nnnc2SCC#CCO)cc1	8	-20	1	0.3%	4%	i

No.	Myeloid diff MLP GFP+ MAC1+ %	PMI inhibition	Salmonella PhoP GFP	XIAP displacement	Siah-1 displacement
1	0.1	-2%	-10%	-3.7%	-5%
2	0.9	0%	5%	0.1%	5%
3	0.4	/	/	0.4%	2%
4	0.3	/	-1%	/	2%
5	0.2	6%	-4%	1.1%	-5%
6	0.2	-5%	-7%	-5.5%	7%
7	0.9	/	15%	/	-2%
8	0.6	6%	0%	-2.7%	-2%
9	1.3	9%	-2%	-6.8%	-1%
10	0.4	11%	-2%	-0.4%	-3%
11	0.6	/	-2%	/	4%
12	0.4	-11%	9%	-21%	-3%

Compounds from the list above containing an aryl thioether with sulfur outside any ring, in the order listed:
No.	Compound	WT yeast gro inh	WT yeast gro inh mutant strain	TNAP activation fold	RSV antiviral HEp-2	human PMI inhibition	Myeloid diff MLP
1	CCOC(=O)CSc1nc(C)nc2c1sc1nc(C)c(C(C)=O)c(-c3ccc(OC)cc3)c12	4	-17	1.1	5.0%	1%	i
6	COCc1cc(C)nc(SCC(=O)Nc2ccccc2C)c1C#N	-62	-15	1.1	2.9%	-5%	i
12	COc1ccc(-n2nnnc2SCC#CCO)cc1	8	-20	1	0.3%	4%	i

No.	Myeloid diff MLP GFP+ MAC1+ %	PMI inhibition	Salmonella PhoP GFP	XIAP displacement	Siah-1 displacement
1	0.1	-2%	-10%	-3.7%	-5%
6	0.2	-5%	-7%	-5.5%	7%
12	0.4	-11%	9%	-21%	-3%

Remaining list, next part:
No.	Compound	WT yeast gro inh	WT yeast gro inh mutant strain	TNAP activation fold	RSV antiviral HEp-2	human PMI inhibition	Myeloid diff MLP
13	C=CCOc1ccc(/C=C2\SC(=S)N(NS(=O)(=O)c3ccc(C)cc3)C2=O)cc1	/	/	/	39%	/	i
14	CCC(CC)C(=O)c1c[nH]c(C(=O)O)c1	4	-2	1.2	2.3%	-19%	i
15	COc1ccc(Cc2nnc(SCC(=O)N3CCc4ccccc4C3)o2)cc1	11	-2	1.2	3.6%	12%	i
16	CC(C)Oc1nc(-c2ccccc2Cl)nc2ccccc12	/	/	/	5.1%	/	i
17	COc1ccc(S(=O)(=O)/C(C#N)=C/Nc2cccc(OC)c2)cc1	/	/	/	1.8%	/	i
18	Cn1c(NC(=O)CC2CCCCC2)cc(=O)n(C)c1=O	15	-3	/	1.1%	/	i
19	C/C(=N\N=c1/scc(C)n1Cc1ccco1)c1cccc([N+](=O)[O-])c1	2	-9	1	10%	1%	i
20	CC(C)C(OC(=O)c1cccs1)C(=O)NCc1ccccc1 (stereo not given)	-14	-15	1.1	0.3%	5%	i
21	COc1cccc(C(CNC(=O)C(c2ccccc2)c2ccccc2)N(C)C)c1 (stereo not given)	/	/	/	-0.7%	/	i
22	Cc1cccnc1NC(=O)Cn1nc([N+](=O)[O-])cc1C	-13	-9	1.2	-0.6%	-6%	i
23	CCOc1cccc(-c2cc(-c3n[nH]c(=S)n3CC)c3ccccc3n2)c1	67*	39*	0.9	13%	-6%	i
24	O=C(NCc1cccc(C(F)(F)F)c1)C1CCN(c2ncccn2)CC1	-21	-13	1.1	1.0%	-5%	i

No.	Myeloid diff MLP GFP+ MAC1+ %	PMI inhibition	Salmonella PhoP GFP	XIAP displacement	Siah-1 displacement
13	0.2	/	-6%	/	18%
14	0.2	-15%	12%	-3.0%	21%
15	13	23%	-5%	0.0%	1%
16	0.2	/	-9%	/	-2%
17	0.5	/	-2%	/	1%
18	2.2	/	-6%	/	2%
19	0.6	-12%	8%	-5.9%	20%
20	0.8	3%	-1%	-4.6%	3%
21	0.3	/	-1%	/	7%
22	0.4	-5%	-6%	-7.5%	13%
23	5.6	-9%	8%	-4.2%	-5%
24	1.2	1%	5%	-1.2%	-2%

Later entries:
No.	Compound	WT yeast gro inh	WT yeast gro inh mutant strain	TNAP activation fold	RSV antiviral HEp-2	human PMI inhibition	Myeloid diff MLP
25	O=C(N/C(=C\c1ccc([N+](=O)[O-])cc1)C(=O)N1CCOCC1)c1cccc(Br)c1	/	/	/	0.4%	/	i
26	Oc1ccc(Br)cc1/C=N/Nc1nc(N2CCCCC2)nc(N2CCOCC2)n1	50	15	1.1	2.2%	26%	/
27	Cc1ccc(NC(=S)Nc2ccc3[nH]c(=O)[nH]c3c2)cc1C	/	/	/	2.0%	/	i
28	CCN(CC)Cc1cc(C(C)=O)ccc1O	14	23	1.2	0.6%	-13%	i
29	Cc1ccc(-c2c3c(=O)n(C)c(=O)n(C)c3cn2-n2cnnc2)cc1	-1	-12	1.1	0.6%	7%	i
30	O=C(NCCC1CCCC1)C1CCC(=O)N(CCCN2CCCC2=O)C1 (stereo not given)	/	/	/	1.2%	/	i
31	Cc1cc(C)cc(C(=O)O/N=C(\N)c2ccc(Br)cc2)c1	21	10	1.1	2.2%	2%	i
32	Cc1cc2cc(C)c(NCCNC(=O)c3ccccc3Cl)nc2cc1C	35	15	1	15%	-7%	i
33	CCNC(=O)Nc1ccc(-n2nc(C)c(C(=O)OCC)c2C)nc1	-7	-11	1	2.3%	6%	i
34	O=C(CN1C(=O)/C(=C/c2cccc(Br)c2)SC1=S)NC1=NCCS1	-5	-17	1.1	1.3%	6%	i
35	O=C1CSC(c2ccccc2)N1Cc1ccccc1 (stereo not given)	/	/	/	2.1%	/	i
36	CC(C)(C)NC(=O)CN(C(=O)CCC(=O)Nc1nccs1)c1ccc2c(c1)OCCO2	/	/	/	-0.6%	/	?

No.	Myeloid diff MLP GFP+ MAC1+ %	PMI inhibition	Salmonella PhoP GFP	XIAP displacement	Siah-1 displacement
25	0.5	/	-8%	/	0%
26	/	20%	-5%	-3.2%	1%
27	0.5	/	-6%	/	-2%
28	0.9	-9%	3%	-3.7%	-2%
29	1.4	8%	-1%	-0.9%	1%
30	0.4	/	-1%	/	0%
31	1.1	0%	-9%	-3.4%	-1%
32	0.5	1%	7%	-6.2%	0%
33	0.4	6%	12%	-8.7%	13%
34	0.4	4%	9%	-9.9%	-7%
35	0.3	/	0%	/	8%
36	/	/	14%	/	1%

Sorted by value in WT yeast gro inh mutant strain (rising): three of the compounds above.
No. | canonical_smiles | WT yeast gro inh mutant strain
29 | Cc1ccc(-c2c3c(=O)n(C)c(=O)n(C)c3cn2-n2cnnc2)cc1 | -12
26 | Oc1ccc(Br)cc1/C=N/Nc1nc(N2CCCCC2)nc(N2CCOCC2)n1 | 15
28 | CCN(CC)Cc1cc(C(C)=O)ccc1O | 23

Remaining list, next part.
No.	Compound	WT yeast gro inh	WT yeast gro inh mutant strain	TNAP activation fold	RSV antiviral HEp-2	human PMI inhibition	Myeloid diff MLP
37	CC(CN1CCCCC1)OC(=O)c1ccc(Cl)cc1Cl (stereo not given)	15	17	1.1	-1.0%	6%	i
38	CC(Oc1ccccc1)C(=O)N1CCN=C1SCc1cccc(F)c1 (stereo not given)	/	/	/	1.0%	/	i
39	COc1ccc(S(=O)(=O)NCCCN2CCOCC2)c2ccccc12	4	18	1	-1.0%	15%	i
40	Cc1cc(C)n(CC(=O)NCc2ccccc2)c(=O)c1C#N	/	/	/	1.9%	/	i
41	CCOc1ccc(NC(=O)Cn2nnc(C(=O)NCc3ccco3)c2N)cc1	-11	-4	1	1.9%	-6%	i
42	COC(=O)c1sc(NC(=O)c2cc(-c3ccccc3)nc3ccccc23)c(C#N)c1C	3	-25	1.1	?	5%	i
43	CCOCCCN1CN(S(=O)(=O)c2ccc(Cl)cc2)c2nc3ccccc3nc21	4	-6	1.1	-0.8%	-24%	i
44	CC(NC(=O)N(Cc1ccccc1)Cc1ccc2c(c1)OCO2)(C(F)(F)F)C(F)(F)F	2	66	1	20%	10%	i
45	COc1ccc(CN2CCCC(C(=O)c3ccc4c(c3)OCO4)C2)c(F)c1 (stereo not given)	/	/	/	-1.4%	/	i
46	CCOC(=O)N1CCC(NC(=O)C(Cc2ccccc2)NC(=O)c2ccco2)CC1 (stereo not given)	11	11	1.1	2.8%	-6%	i
47	COc1ccc(-c2ccnc3cc(C(=O)O)nn23)cc1	-7	-22	1.1	-1.2%	0%	i

No.	Myeloid diff MLP GFP+ MAC1+ %	PMI inhibition	Salmonella PhoP GFP	XIAP displacement	Siah-1 displacement
37	0.9	-1%	-13%	-0.8%	4%
38	0.4	/	3%	/	5%
39	4.0	11%	-1%	-12%	-2%
40	0.4	/	8%	/	4%
41	1.4	4%	-1%	-3.0%	2%
42	1.3	-3%	2%	-4.1%	-1%
43	0.9	-43%	1%	-4.6%	4%
44	0.5	13%	4%	-4.0%	-2%
45	0.2	/	9%	/	-5%
46	0.9	-6%	-11%	-7.2%	3%
47	0.2	10%	4%	-37%	-6%

Looked up above.
`CC(CN1CCCCC1)OC(=O)c1ccc(Cl)cc1Cl` (stereo not given) in WT yeast gro inh mutant strain = 17
`CCOCCCN1CN(S(=O)(=O)c2ccc(Cl)cc2)c2nc3ccccc3nc21` in WT yeast gro inh = 4
`Cc1cc(C)n(CC(=O)NCc2ccccc2)c(=O)c1C#N` in RSV antiviral HEp-2 = 1.9%
`CC(Oc1ccccc1)C(=O)N1CCN=C1SCc1cccc(F)c1` (stereo not given) in Salmonella PhoP GFP = 3%

High-throughput results deposited in PubChem BioAssay by several laboratories.

An unsorted share of the library. Share with any hit: about 3.1%.
